Compound activity: PubChem, National Center for Advancing Translational Sciences (NCATS)
RXFP1 antagonist: qHTS Assay for Antagonists of the Relaxin Receptor RXFP1; Relaxin receptor 1 (Homo sapiens), Q9HBX9; HEK293-RXFP1, relaxin-stimulated cAMP HTRF, 30 min; active compounds read low; activity change, negative = inhibition, % at 57.5 µM; 350,000 compounds, 0.59% hits;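 active = activity change of -60% or lower, but not beyond a set lower limit; inconclusive = change between -60% and -40%, or beyond the set limit; inactive = change above -40%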
Target sequence (Q9HBX9 whole entry, looked up): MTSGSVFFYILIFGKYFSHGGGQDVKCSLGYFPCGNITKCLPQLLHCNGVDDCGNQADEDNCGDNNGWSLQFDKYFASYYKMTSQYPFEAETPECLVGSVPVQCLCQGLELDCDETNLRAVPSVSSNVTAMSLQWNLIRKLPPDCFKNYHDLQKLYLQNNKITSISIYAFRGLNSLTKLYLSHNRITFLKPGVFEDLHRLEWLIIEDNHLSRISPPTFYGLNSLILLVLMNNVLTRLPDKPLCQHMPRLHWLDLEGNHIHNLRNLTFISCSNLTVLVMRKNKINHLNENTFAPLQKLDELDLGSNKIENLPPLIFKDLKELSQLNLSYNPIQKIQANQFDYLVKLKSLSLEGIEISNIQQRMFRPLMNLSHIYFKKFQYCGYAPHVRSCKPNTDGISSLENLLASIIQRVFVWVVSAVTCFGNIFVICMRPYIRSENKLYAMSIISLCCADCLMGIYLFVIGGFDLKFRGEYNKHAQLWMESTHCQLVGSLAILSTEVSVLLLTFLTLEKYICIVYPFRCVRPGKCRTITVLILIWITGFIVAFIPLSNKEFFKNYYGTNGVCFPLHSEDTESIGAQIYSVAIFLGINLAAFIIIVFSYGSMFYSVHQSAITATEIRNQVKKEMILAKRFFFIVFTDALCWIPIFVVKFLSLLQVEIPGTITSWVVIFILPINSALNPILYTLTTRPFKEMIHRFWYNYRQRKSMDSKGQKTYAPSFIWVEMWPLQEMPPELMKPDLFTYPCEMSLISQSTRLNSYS
* = called active by the depositor; ? = inconclusive. % is set by controls: 0 for no effect and ±100 for the full control effect. An excerpt, so the mix of outcomes need not match the whole.

SMILES	RXFP1 antagonist
CCSC1OC(C(COC(C)=O)OC(C)=O)C(OC(C)=O)C1NC(C)=S (stereo not drawn)	6
COc1ccc(S(=O)(=O)Nc2ccc3c(c2)C(=O)N([C@@H](C)CO)C[C@@H](C)[C@H](CN(C)S(=O)(=O)c2ccc(F)cc2)OCCCC[C@H](C)O3)cc1	7
Cc1ccc(Cl)cc1N1C(=O)CC(Sc2ccccc2N)C1=O (stereo not drawn)	-1
O=S(=O)(O)c1cccc2cccc(Nc3ccccc3)c12	18
CC=Cc1cc(OC)c2c(c1)C(C)C(c1ccc(O)c(OC)c1)O2 (stereo not drawn)	-16
COc1cccc(OC)c1OC(=O)C1CC(=O)N(c2ccc3c(c2)OCCO3)C1 (stereo not drawn)	-2
CCCCCCCCCCCC(=O)NC(C(=O)OCC)C(O)c1cccc([N+](=O)[O-])c1 (stereo not drawn)	-16
CC(=O)Nc1cc2oc3ccccc3c2cc1[N+](=O)[O-]	-15
O=C(Cc1ccc(Cl)cc1)N1CCc2ccccc2C1	-2
COc1ccc(S(=O)(=O)n2cccc2)cc1	-3
CN(C)S(=O)(=O)c1cccc(C(=O)N2CCN(C(=O)C3CCCO3)CC2)c1 (stereo not drawn)	-1
CCCCN(C(=O)c1cnccn1)c1c(N)n(CCC)c(=O)[nH]c1=O	16
Cc1ccc(S(=O)(=O)NC(=O)N2CCCC2)cc1	-14
Cc1ccc(C(=O)Nc2ccc(Nc3ccccc3)cc2)cc1C	-23
O=C(CSc1nnc(Nc2ccccc2F)s1)NCC1CCCO1 (stereo not drawn)	20
Cc1ccc(S(=O)(=O)N2CCCCC2)cc1NC(=O)CSc1nc(N)cc(=O)[nH]1	-2
COc1cc(C(=O)NNC(=O)/C=C/c2ccccc2)cc(OC)c1OC	-1
C[C@H](CO)N1C[C@H](C)[C@@H](CN(C)C(=O)c2cccnc2)Oc2ncc(Br)cc2C1=O	-1
Cc1cc(C)c(NS(=O)(=O)c2ccccc2)c(C)c1NS(=O)(=O)c1ccccc1	29
O=C1NC(=O)N2CCSC2(Cc2ccccc2)N1 (stereo not drawn)	-6
COc1ccc(NC(=O)c2ccc3c(c2)CCN3S(C)(=O)=O)cc1	3
c1ccc(CSc2ncnc3c2oc2ccccc23)cc1	1
Cc1ccc(NC(=O)CN2C(=O)S/C(=C\c3cccn3C)C2=O)cc1	-22
O=C(c1cccs1)N1C[C@H](n2cc(C3CC3)nn2)[C@@H](O)C[C@@H]1c1ccccc1	2
CC(OC(=O)Cn1cc(C(F)(F)F)ccc1=O)C(=O)N(C)c1ccccc1 (stereo not drawn)	0
C[C@@H]1CCCCO[C@H](CN(C)C(=O)Nc2ccc3c(c2)OCO3)[C@@H](C)CN([C@H](C)CO)C(=O)c2cc(NS(=O)(=O)c3ccc(F)cc3)ccc2O1	-4
CS(=O)(=O)N(Cc1nc2sc3c(c2c(=O)[nH]1)CCCC3)C1CCCCC1	-9
COc1ccc(CCNC(=O)c2ccnc(C(C)(C)C)c2)cc1OC	-1
Cn1nc(C(=O)OCC(=O)Nc2ccc(SC(F)F)cc2)c2ccccc2c1=O	-32
Nc1ccc(O)c(C(=O)O)c1	-10
O=C(O)c1cccc(S(=O)(=O)Nc2ccc(Oc3ccccc3)cc2)c1	-12
Cc1ccc(/C=C2/CNC/C(=C/c3ccc(C)cc3)C2=O)cc1	-10
COc1cc(/C=N/n2nnnc2N)cc(Cl)c1OC	5
O=[N+]([O-])c1cc(Br)ccc1C[n+]1ccccc1	-3
COC(=O)c1ccccc1OCC(=O)N1CCN(c2ccc(F)cc2)CC1	-3
CCCCn1c(N)c(N(CC)C(=O)CN2C(=O)NC(C)(c3ccccc3)C2=O)c(=O)[nH]c1=O (stereo not drawn)	-14
O=S(=O)(c1ccc(Cl)nc1)N1CCC(Cc2ccccc2)CC1	-6
O=C(COC(=O)CCC(=O)c1ccc(F)cc1)Nc1ccc(Cl)cn1	-3
CC(=O)c1ccc(S(=O)(=O)Nc2ccc(S(=O)(=O)N3CCCCC3)cc2)cc1	-7
Cc1ccc(CN2CCC[C@]3(N[C@H](c4ccc(C)cc4)[C@@H]4C(=O)N(C)C(=O)[C@@H]43)C2=O)cc1	-5
Cn1ccnc1SCC(=O)c1ccc(F)cc1	8
Cc1cc(C)n(-c2ccc(C(=O)N3CCN(S(=O)(=O)c4cccc(Br)c4)CC3)cc2)n1	-4
C=C(C)COc1ccc2c(c1)CCC1C2CCC2(C)C(=O)C(=NO)CC12 (stereo not drawn)	-7
COc1ccc(O)c(CN2CC3CCC(CC3)C2)c1	-3
O=C(CC(c1ccccc1)C1CCCCC1=O)c1ccccc1 (stereo not drawn)	-12
COc1cc(OC)cc(C(=O)NC(C(=O)NNC(=O)CN(C)S(=O)(=O)c2ccc(C)cc2)C(C)C)c1 (stereo not drawn)	-1
COCCn1c(SCC(=O)NNC(=O)c2ccccc2)nc2ccccc21	0
Nc1ccc(S(=O)(=O)NCC2CCCCO2)cc1 (stereo not drawn)	14
Cc1ccc(C(C2C(=O)CC(C)(C)CC2=O)C2C(=O)CC(C)(C)CC2=O)s1	-68*
Nc1cccc(N=[N+]([O-])c2cccc(N)c2)c1	-3
CCCCCN1C(=O)/C(=C/c2c(N3CCc4ccccc4C3)nc3ccccn3c2=O)SC1=S	-6
COCCN(CC(=O)Nc1cccc(C)c1C)C(=O)C1CCN(S(=O)(=O)c2ccccc2)CC1	5
CSc1ncnc2c1ncn2CCCNCc1ccco1	3
COc1ccc(C(=O)N/C(=C\c2cn(S(=O)(=O)N(C)C)c3ccccc23)C(=O)N2CCCC2)cc1	-3
COc1ccccc1N1CCN(C(=O)C(NS(=O)(=O)c2cccs2)c2ccccc2)CC1 (stereo not drawn)	-13
C[C@@H](C(=O)OCC(=O)c1ccc(F)c(F)c1)N1C(=O)C2CCCCC2C1=O (stereo partly drawn)	-3
O=C(NN=Cc1ccc(O)cc1)C(=O)NN=Cc1ccc(O)cc1	-2
CCCCN(C(=O)C1CCCO1)c1c(N)n(CCC)c(=O)[nH]c1=O (stereo not drawn)	-6
COc1ccc(CN(C)C(=O)CCC(=O)N2CCN(S(=O)(=O)c3ccc(Cl)cc3)CC2)c(OC)c1	1
Cc1ccc(C(=O)Nc2ccc(F)c(S(=O)(=O)N3CCOCC3)c2)s1	-1
The listing continues.
SMILES	RXFP1 antagonist
O=C(COc1ccc(Cl)cc1)N1CCN(S(=O)(=O)c2cc(F)ccc2F)CC1	13
CCOC(=O)C1=NN2C(O)C3(C)CC(C(=O)OCC)=NN3C(O)C2(C)C1 (stereo not drawn)	-1
COc1ccc(NC(=O)[C@H](C)NS(=O)(=O)c2ccc(NC(C)=O)cc2)cc1Cl	-4
CC(=O)c1cc2c(cc1C)CCCC2(C)C	-16
CCOc1ccc(NC(=O)COC(=O)c2cc(C)oc2C)cc1	1
COc1ccc(CC(=O)NNC(=O)c2ccccc2)cc1OC	6
O=C(COc1ccc(/C=N/NC(=O)c2cc3ccccc3o2)cc1Br)Nc1ccccc1	-8
O=C(Cc1ccsc1)OCC(=O)c1ccccc1	-12
O=C(CCc1ccco1)CCc1ccco1	1
CN(C)CCCn1c2c(c(SCC(=O)Nc3ccc4c(c3)OCCO4)nc1=O)CCCC2	3
Nc1nc(-c2ccccc2Cl)cs1	-15
Cc1ccc(OCC(=O)Nc2ccc3c(c2)ncn3C)cc1	-3
COc1cc(C(=O)N2CCC(N3CCCCCC3)CC2)cc(OC)c1OC	5
CC(C)c1nc2sc3c(SCCN(C)C)ncnc3c2c2c1CCC2	-2
COc1ccc(Cl)cc1C=CC=NNC(=O)c1ccncc1	-8
O=C(COC(=O)c1ccco1)Nc1cccc(S(=O)(=O)N2CCCCC2)c1	4
NS(=O)(=O)c1cccc(NC(=O)CN2C(=O)C(=O)N(Cc3ccccc3)C2=O)c1	0
CCOc1ccccc1C=C1SC(=S)N(CC)C1=O	-9
O=C(COC(=O)CCSc1ccc(F)cc1)NCc1ccc(F)cc1	-12
CCOc1ccc(NC(=O)CN(C)C(=O)c2cccc(S(=O)(=O)N3CCN(C)CC3)c2)cc1OCC	5

3 compounds out of the list above, sorted by their value in RXFP1 antagonist, highest first.
SMILES	RXFP1 antagonist
COc1cc(C(=O)N2CCC(N3CCCCCC3)CC2)cc(OC)c1OC	5
O=C(COC(=O)c1ccco1)Nc1cccc(S(=O)(=O)N2CCCCC2)c1	4
NS(=O)(=O)c1cccc(NC(=O)CN2C(=O)C(=O)N(Cc3ccccc3)C2=O)c1	0

(listing goes on)
SMILES	RXFP1 antagonist
CCCCN(C(=O)CSc1nc2ccccc2s1)c1c(N)n(CCCC)c(=O)[nH]c1=O	-5
O=C(c1ccccc1)c1ccccc1N/C=C/c1nnnn1-c1ccccc1	-8
Cc1ccc2nc3n(c(=O)c2c1)-c1cc2ccccc2cc1C(=O)NC3Cc1ccc(O)cc1 (stereo not drawn)	-11
O=S(=O)(c1ccccc1)c1cnn2c(C(F)(F)F)cc(-c3ccc(F)cc3)nc12	-4
O=C(Cc1ccc(Cl)cc1)NCC(=O)N1CCC2(CC1)NCCc1[nH]cnc12	-8
CCN(C(=O)CSc1nc2ccc(Cl)cc2[nH]1)C1CCS(=O)(=O)C1 (stereo not drawn)	0
Cc1ccc(NC(=O)COc2ccc(Br)cc2CO)cc1S(=O)(=O)N1CCOCC1	-9
CCCc1cc(CN(C)C(=O)c2ccc(OC3CCN(C(C)=O)CC3)c(OC)c2)[nH]n1	0
CC(=O)c1cccc(NC(=O)CSc2n[nH]c(=O)n2C2CC2)c1	-32
Cc1ccc(-c2ccc3c(c2)O[C@H](CN(C)Cc2cncnc2)[C@@H](C)CN([C@H](C)CO)S3(=O)=O)cc1	-4
CCn1c(SCCN2CCCCC2)nc2c1c(=O)n(C)c(=O)n2C	5
CCC1([N+](=O)[O-])COC(c2ccc(C(C)C)cc2)OC1 (stereo not drawn)	-9
COc1ccc2c(c1)C1OCCC1C(c1ccco1)N2 (stereo not drawn)	0
O=[N+]([O-])c1cccc(/C(=N/N=C/c2ccccc2Br)C23CN4CN(CN(C4)C2)C3)c1	4
O=C(O)C1C=CC(C(=O)O)c2ccccc21 (stereo not drawn)	9
C[C@H](CO)N1C[C@H](C)[C@H](CN(C)Cc2ccc(Oc3ccccc3)cc2)Oc2cc(Br)ccc2S1(=O)=O	-4
CC1CCN(C(=O)c2ccc(CNS(=O)(=O)c3ccc(C(C)(C)C)cc3)cc2)CC1	-4
CN(C)CCN1C(=O)CCC2(C)C1=CCC1C2CCC2(C)C1CCC2(C)O (stereo not drawn)	-7
COc1ccccc1CCC(=O)NNC(=O)c1cccs1	7
Cc1ccc(S(=O)(=O)N2C[C@H]3n4c(=O)ccc(=O)n4C[C@H](OC(=O)Nc4cccs4)[C@@]3(O)C2)cc1	-2
CCOC(=O)c1c(C)oc(=O)c(CC)c1O	-4
CCOc1ccc(S(=O)(=O)N2CCN(C(=O)c3ccc(Cl)c(S(=O)(=O)N4CCOCC4)c3)CC2)cc1	10
O=C(CN1CCN(S(=O)(=O)c2cc(Br)ccc2Br)CC1)NCc1ccccc1Cl	-3
CCN(CC(=O)Nc1c(F)cccc1F)C(=O)c1ccc(OCC(=O)N2CCOCC2)c(OC)c1	-7
Cc1c(Cl)cccc1NC(=S)Nc1ccc(S(=O)(=O)Nc2ncccn2)cc1	-1
CC(=O)c1cc2c(cc1NC(=O)c1ccc(-n3nc(C)cc3C)cc1)OCO2	2
COc1ccc(-n2sc3ccccc3c2=O)cc1	-28
O=C1NC(=NCc2ccccc2)NC1(c1ccccc1)c1ccccc1	-2
NC(=O)C1=C(N=C2CCCCC2)CCCC1	-3
CCOc1ccc(CCNC(=O)COC(=O)c2cccc(S(=O)(=O)N(C)C)c2)cc1OCC	6
COc1ccc(C[C@@H]2OC3(C=CC(=O)C=C3)O[C@H]2Cc2ccc(OC)cc2)cc1	-92*
Nc1nc2ccc(Cl)cc2[nH]1	3
COc1ccc(S(=O)(=O)N2CCN(C(=O)c3cc(C)nc4ccccc34)CC2)cc1OC	6
CC(=O)N(C)c1ccc(NC(=O)Nc2ccc(Cl)cc2)cc1	3
C[C@H](CO)N1C[C@H](C)[C@@H](CN(C)S(=O)(=O)c2cccc(F)c2)OCc2cnnn2CCCC1=O	-12
CC1CCCC(NC(=O)COC(=O)COc2ccc(C#N)cc2)C1C (stereo not drawn)	0
COC(=O)c1ccc(/C=C/C(=O)OCC(=O)Nc2sccc2C(N)=O)cc1	?
CCOC(=O)C1=C(COC(=O)c2cccnc2SC)NC(=O)NC1C (stereo not drawn)	1
O=S(=O)(Nc1ccccc1N1CCCC1)c1ccccc1C(F)(F)F	-10
CC(=O)N1CCN(C(=O)CSc2ncnc3sc(C)c(C)c23)CC1	3
O=C(CN1C(=O)NC2(CCCCC2)C1=O)Nc1ccc(Cl)cc1	-14

Some of these compounds in order of heavy-atom count, largest number first.
SMILES	RXFP1 antagonist
CCOc1ccc(S(=O)(=O)N2CCN(C(=O)c3ccc(Cl)c(S(=O)(=O)N4CCOCC4)c3)CC2)cc1	10
CCN(CC(=O)Nc1c(F)cccc1F)C(=O)c1ccc(OCC(=O)N2CCOCC2)c(OC)c1	-7
C[C@H](CO)N1C[C@H](C)[C@@H](CN(C)S(=O)(=O)c2cccc(F)c2)OCc2cnnn2CCCC1=O	-12
CCOc1ccc(CCNC(=O)COC(=O)c2cccc(S(=O)(=O)N(C)C)c2)cc1OCC	6
COc1ccc(S(=O)(=O)N2CCN(C(=O)c3cc(C)nc4ccccc34)CC2)cc1OC	6
COc1ccc(C[C@@H]2OC3(C=CC(=O)C=C3)O[C@H]2Cc2ccc(OC)cc2)cc1	-92*
Cc1c(Cl)cccc1NC(=S)Nc1ccc(S(=O)(=O)Nc2ncccn2)cc1	-1
COC(=O)c1ccc(/C=C/C(=O)OCC(=O)Nc2sccc2C(N)=O)cc1	?
O=C1NC(=NCc2ccccc2)NC1(c1ccccc1)c1ccccc1	-2
CC1CCCC(NC(=O)COC(=O)COc2ccc(C#N)cc2)C1C (stereo not drawn)	0
CC(=O)N1CCN(C(=O)CSc2ncnc3sc(C)c(C)c23)CC1	3
O=C(CN1C(=O)NC2(CCCCC2)C1=O)Nc1ccc(Cl)cc1	-14
CC(=O)N(C)c1ccc(NC(=O)Nc2ccc(Cl)cc2)cc1	3
COc1ccc(-n2sc3ccccc3c2=O)cc1	-28
NC(=O)C1=C(N=C2CCCCC2)CCCC1	-3
Nc1nc2ccc(Cl)cc2[nH]1	3
